# Menin MLL FP TR = menin-MLL binding inhibition, Texas Red mutant peptide | Menin + Texas Red MLL mutant peptide, fluorescence polarization | Potency, µM (series often up to 61.6 µM), without a hit: top-dose FP activity change, negative = inhibition, actives largely listed as inhibitors | 270,000 compounds, 0.23% hits; active = well fitted inhibition curve with a large enough effect in the polarisation, with a control signal flat, not every such curve was filed as active; inconclusive = small, poorly fitted or top-dose-only effect, or effect the other way, or a change in a side signal; inactive = no such curve, though single readings can be large or run the other way; the % refers to the polarisation; also: potency is read from the fitted curve at half-maximal effect; % of control where 0% means no effect; many of its hits are not listed in these tables
# Target sequence (O00255 whole entry, looked up): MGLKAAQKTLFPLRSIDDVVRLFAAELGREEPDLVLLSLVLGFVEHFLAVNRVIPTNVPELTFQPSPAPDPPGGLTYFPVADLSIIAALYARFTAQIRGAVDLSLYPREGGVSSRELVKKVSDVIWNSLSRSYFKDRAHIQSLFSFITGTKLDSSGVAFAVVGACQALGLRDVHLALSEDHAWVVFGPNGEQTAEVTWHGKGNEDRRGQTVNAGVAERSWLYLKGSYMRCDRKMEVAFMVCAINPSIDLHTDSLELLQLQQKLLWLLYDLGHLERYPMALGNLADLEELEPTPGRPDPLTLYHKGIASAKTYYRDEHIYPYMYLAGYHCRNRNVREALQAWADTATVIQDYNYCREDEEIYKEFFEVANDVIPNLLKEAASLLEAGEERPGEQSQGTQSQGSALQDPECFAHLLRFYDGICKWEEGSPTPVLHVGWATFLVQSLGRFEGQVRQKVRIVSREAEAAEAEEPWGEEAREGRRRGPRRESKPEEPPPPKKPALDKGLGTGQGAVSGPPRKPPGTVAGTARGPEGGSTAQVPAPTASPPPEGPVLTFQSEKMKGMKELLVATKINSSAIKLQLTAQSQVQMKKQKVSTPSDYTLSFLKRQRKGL
# PKM2 act = PKM2 (human) enzyme activation; P14618; purified PKM2, Kinase-Glo ATP luminescence, activation; response scale: 0% is enzyme alone, no compound; Potency, µM (series often up to 57.5 µM), inactives show top-dose activation, most hits filed as activators; 260,000 compounds, 0.34% hits; AID 1631; also: potency is read from the fitted curve at half-maximal effect; % is scaled to controls: 0 for no effect and ±100 for the full control effect; nearly all actives have a fitted effect of over 55% in size
# Target sequence (P14618 whole entry, looked up): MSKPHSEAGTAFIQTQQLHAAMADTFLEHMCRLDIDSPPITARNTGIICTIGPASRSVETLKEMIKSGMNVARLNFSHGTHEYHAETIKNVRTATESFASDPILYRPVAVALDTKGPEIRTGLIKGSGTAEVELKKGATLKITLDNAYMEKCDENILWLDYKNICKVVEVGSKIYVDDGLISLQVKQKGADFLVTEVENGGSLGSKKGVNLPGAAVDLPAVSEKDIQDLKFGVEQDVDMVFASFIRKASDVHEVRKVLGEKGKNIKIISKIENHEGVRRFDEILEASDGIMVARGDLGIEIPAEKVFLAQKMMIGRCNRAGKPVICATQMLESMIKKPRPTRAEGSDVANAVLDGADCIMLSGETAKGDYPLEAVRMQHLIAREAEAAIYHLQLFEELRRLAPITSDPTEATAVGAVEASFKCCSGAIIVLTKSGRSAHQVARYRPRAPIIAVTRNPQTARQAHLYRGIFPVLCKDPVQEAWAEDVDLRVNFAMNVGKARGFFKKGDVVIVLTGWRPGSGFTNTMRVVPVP
#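 ATP formation by purified human PK-M2, quantified via coupled luciferase luminescence after 1 h at room temperature with 0.1 mM ADP and 0.5 mM PEP final.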
# Eya2 inh = blocks the phosphatase activity of human Eya2 | O00167 | recombinant Eya2, OMFP fluorescence dephosphorylation (OMFP is methylfluorescein phosphate) | Potency, µM (highest dose often 76.9 µM), inactives show top-dose activity, negative = inhibition, hits mostly inhibitors | 330,000 compounds, 0.006% hits; also: potency is read from the fitted curve at half-maximal effect; % is scaled to controls: 0 for no effect and ±100 for the full control effect
#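 Eya2 (0.2 uM) preincubated 10 min at ambient with compound, then OMFP substrate added at 50 uM; 10 min reaction in 50 mM HEPES pH 7.5, 50 mM NaCl, 5 uM MgCl2, 0.05% BSA, 1 mM DTT. Fluorescence read at Ex 485/Em 525 nm.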
# ASM inhibitor = human S-ASM enzyme inhibition; 340,000 compounds, 0.006% hits; P17405; AID 504937; placental ASM, HMU-PC fluorogenic substrate, 60 min; Potency, µM (doses to about 57.5 µM), without a hit: at the top dose activity change, negative = inhibition, usual class: inhibitors; also: potency is read from the fitted curve at half-maximal effect
#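 Human placenta-derived ASM preincubated with compound 10 min at room temperature, then reacted with 9 uM (final) fluorogenic HMU-PC substrate for 60 min at 37 C. Stop solution raises pH to 10; fluorescence read at Ex 386/Em 447 nm.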
# GALK inhibitor = blocks human galactokinase activity; P51570; Purified GALK, Kinase-Glo residual ATP luminescence; Potency, µM (series often up to 57.5 µM), for inactives: top-dose activity change, negative = inhibition, usual class: inhibitors; 270,000 compounds, 0.007% hits; AID 1868; also: potency is read from the fitted curve at half-maximal effect; % is scaled to controls: 0 for no effect and ±100 for the full control effect
#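 Kinase-Glo Plus luminescence measured ATP left after a 1 h room-temperature reaction. The reaction used 5 nM GALK, 100 uM galactose and 35 uM ATP at pH 8.0 (20 mM HEPES, 5 mM MgCl2, 60 mM NaCl, 1 mM DTT, 0.01% BSA).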
# Mito fusion yeast = inhibitors of mitochondrial division or activators of mitochondrial fusion. Potency, µM (titrated, usually from 46.1 µM), without a hit: at the highest dose growth rescue (activation), actives largely listed as activators. S. cerevisiae fusion-defective mutant growth rescue, CellTiterGlo 48 h. 320,000 compounds, 0.23% hits;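 also: potency is read from the fitted curve at half-maximal effect; % of control where 0% means no effect; nearly all actives have a fitted effect of over 45% in size; temperature-sensitive fusion mutants such as fzo1-1 at 37 °C on non-fermentable ethanol glycerol medium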
#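 Read-out: ATP-based luminescence (CellTiterGlo, 10 min ambient) reporting growth of fusion-defective ts yeast after 48 hours at 37C on glycerol/ethanol YPEG medium in the presence of compound.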
# USP2a inh = USP2a (human) protease inhibition | Potency, µM (highest dose often 38.3 µM), inactives show at the highest dose activity change, negative = inhibition, hits mostly inhibitors | USP2 core, Ub-CHOP2 coupled fluorogenic reporter, 485/531 | O75604 | AID 463254 | 330,000 compounds, 0.01% hits;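 also: potency is read from the fitted curve at half-maximal effect; plate controls were DMSO wells for no effect and full inhibition by NEM control for full effect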
#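 USP2 core (10nM final) preincubated 30min RT with compound in 20mM Tris-HCl pH 8.0, 2mM CaCl2, 2mM beta-mercaptoethanol, 0.05% CHAPS; 25nM Ub-CHOP2 plus 25nM reporter substrate added, fluorescence (Ex485/Em531) read after 60min.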
# hERG WT inh = inhibitors of human wildtype KCNH2 potassium channel. activity change, % at 1.84 µM. Q12809. 340,000 compounds, 0.37% hits. U2OS, BacMam KCNH2, thallium flux FluxOr; active compounds read low. AID 720551;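 active = maximum activity change below -70%; inconclusive = maximum activity change between -70% and -50%; inactive = maximum activity change above -50%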; also: % is scaled to controls: 0 for no effect and ±100 for the full control effect
#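 U2OS cells were transduced with wild-type KCNH2 virus (2.03 x 10^8 / mL) for 4 h at room temperature, then cultured overnight at 37 C. Thallium flux was read with FluxOr dye. Rate constants were normalized to DMSO controls.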
# TSHR antag = human thyrotropin receptor antagonism. 330,000 compounds, 0.2% hits. P16473. TSHR-expressing cells, TSH-stimulated cAMP HTRF, 2 h; active compounds read low. activity change, negative = inhibition, % at 11.5 µM;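 active = activity change below a set negative limit, meaning inhibition stronger than a set level, cut at about -70% in these data; inconclusive = activity change between two set negative limits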; also: % is scaled to controls: 0 for no effect and ±100 for the full control effect
#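 Competitive HTRF cAMP read-out (cryptate anti-cAMP antibody, cAMP-d2; 30 min, room temperature) in freshly harvested TSHR cells. Compounds added before TSH at EC80 (4nM final), followed by 2 hours' incubation at 37 deg C.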
# MBNL1 CUG block = inhibitors of human MBNL1 binding to CUG repeat RNA | Q9NR56 | 280,000 compounds, 0.036% hits | Potency, µM (series often up to 57.5 µM), for the others: top-dose activity change, negative = inhibition, actives largely listed as inhibitors | TR-FRET MBNL1-His/biotin-(CUG)12 binding, 665/545 ratio; active = well fitted inhibition curve with a large enough effect in the signal ratio, with a control signal flat, not every such curve was filed as active; inconclusive = small, poorly fitted or top-dose-only effect, or effect the other way, or a change in a side signal; inactive = no such curve, though single readings can be large or run the other way; the % refers to the signal ratio; also: potency is read from the fitted curve at half-maximal effect; % is scaled to controls: 0 for no effect and ±100 for the full control effect
#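 Compounds (final 92 nM to 58 uM) are added to His-tagged MBNL1 and biotin-(CUG)12, then terbium anti-His antibody and streptavidin-XL665 (5 nM final). After 60 min at room temperature, the 665/545 nm ratio is read.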
# BCR signal inh = blocks chronic active B-cell receptor signaling; ABC-DLBCL IkBa-CBG/CBR reporter, luminescence ratio, 4 h; Potency, µM (top dose mostly 46.1 µM), for the others: at the top dose ratio change, negative = lower green/red ratio, most hits filed as inhibitors; 340,000 compounds, 0.05% hits; active = well fitted inhibition curve with a large enough effect in the signal ratio, with a control signal flat, not every such curve was filed as active; inconclusive = small, poorly fitted or top-dose-only effect, or effect the other way, or a change in a side signal; the % refers to the signal ratio;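 also: potency is read from the fitted curve at half-maximal effect; plate controls were basal doxycycline-induced cells for no effect and cells given 10 µM MG132 for full effect; MG132 reads +100%, hits lower the ratio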
#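 TMD8 human ABC-DLBCL cells with doxycycline-inducible IκBα–green luciferase fusion and unfused red luciferase, in 0.5% FBS medium; compounds up to 46 uM, 4 h at 37C. Green/red luminescence ratio, filter-overlap corrected, fitted to concentration-response curves.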
# An asterisk follows results filed as active; i = inactive; ? = inconclusive; . = not tested or not shown; & = joins results of further samples; [ ] = remark or other dose. Unless noted, calls follow the shape of the dose curve; as a rule, active = well fitted curve in the direction sought with a large enough effect; inconclusive = small, poorly fitted or top-dose-only effect, or another doubt; inactive = no such curve, though single readings can be large; an effect the other way counts as inactive or inconclusive.
SMILES,Menin MLL FP TR,PKM2 act,Eya2 inh,ASM inhibitor,GALK inhibitor,Mito fusion yeast,USP2a inh,hERG WT inh,TSHR antag,MBNL1 CUG block,BCR signal inh
COc1ccc(CCNC(=O)CCC(=O)Nc2ccc3nc(N4CCN(C)CC4)cc(C)c3c2)cc1OC,-6%,-3%,-2%,120%[activator],7%,-2%,-2%,2,1,3%,-3%
CC12CCC(C(=O)N(NC(=O)c3ccc(O)cc3)C1=O)C2(C)C (stereo unspecified),-18%,-1%,0%,4%,-1%,1%,1%,-5,14,5%,?
COc1cccc(-c2nc(NC(C)C)c3ccccc3n2)c1O,?,-1%,7%,?,-1%,8%,-9%,15,-5,-4%,?
CCc1ccc(NC(=O)C(NS(=O)(=O)c2cccc3nsnc23)c2ccccc2)cc1 (stereo unspecified),?,6%,-3%,-10%,.,?,2%,-25,-7,?,2%
ClC1(Cl)CC1Cn1cnc2ccccc21 (stereo unspecified),-3%,-2%,-1%,-1%,1%,-1%,0%,-2,-5,.,0%
CCN(Cc1nc2ccccc2c(=O)[nH]1)C(=O)c1cc2c(s1)CCCCC2,.,.,7%,-6%,.,10%,1%,1,20,.,9%
Oc1ccccc1CNc1cnc2ccccc2c1,11%,9%,-17%,203%[activator],-2%,-8%,-4%,-11,0,10%,?
Cc1n[nH]c(=O)c2c(NC(=O)CSc3nc4ccccc4c(=O)n3CCCO)oc(C)c12,.,?,1%,-2%,5%,1%,0%,4,10,?,-12%
CCCCOC(=O)c1ccc(NC(=O)C(=O)NCC2CCCO2)cc1 (stereo unspecified),-1%,-20%,-1%,-2%,1%,4%,0%,-3,32,-2%,?
COc1ccc(C2CC(c3ccc(Cl)cc3)n3nc(N)nc3N2)cc1 (stereo unspecified),0%[11.7 µM],1%,-11%,45%[activator],1%,5%,-2%,-5,7,11%,-1%
CSc1ccccc1NC(=O)CSCc1nc2sc(C)c(C)c2c(=O)[nH]1,.,.,-3%,1%,.,-10%,0%,2,-10,.,-13%
C#CCOCCOCCOCCNc1nc(N2CCN(C(=O)[C@H](CCCCN)n3cc([C@@H](N)[C@H](C)CC)nn3)CC2)nc(N2CCN(C(=O)[C@H](CCCCN)n3cc([C@@H](N)CC(N)=O)nn3)CC2)n1,.,.,9%,6%,.,.,1%,-5,-2,.,2%
O=C(CCCOc1ccc(Cl)cc1Cl)N1CCN(c2ccccn2)CC1,-9%,-3%,-8%,-7%,-3%,16%,2%,-23,-11,-4%,-9%
Cc1ccc(-n2nc3c(c2NC(=O)C(C)(C)C)CSC3)c(C)c1,5%,1%,-3%,2%,0%,-1%,5%,27,3,-4%,3%
CC(C)(C)c1nnc(N/N=C/c2cc(Br)ccc2O)n(N)c1=O,24%,5%,-5%,-24%,1%,28%,-1%,16,-37,11%,?
O=C(OCC(=O)c1c[nH]c2ccccc12)c1ccc(Br)o1,.,0%,11%,-4%,-3%,9%,0%,-8,-12,-3%,7%
O=C(N/N=C/c1c[nH]c2ccccc12)c1cc(-c2cccc3ccccc23)n[nH]1,?,-5%,-1%,-12%,0%,5%,-3%,-8,-11,-1%,?
N#Cc1c(N)n(CCc2ccc(F)cc2)c2nc3ccccc3nc12,0%,1%,0%,i,2%,1%,2%,-5,-12,26%,?
CC1(C)Oc2ccc3ccc(=O)oc3c2C[C@H]1O[C@@H]1O[C@H](CO)[C@@H](O)[C@H](O)[C@H]1O,.,.,3%,18%,.,.,2%,-8,-3,.,?
COc1ccc(N2CCN(C(=O)CSc3nnc4c5cc(C)ccc5n(C)c4n3)CC2)cc1,-5%,3%,-8%,0%,.,2%,2%,0,-6,16%,1%
O=C(O)c1cc2cc(F)ccc2[nH]1,9%&-5%&6%&-13%,-3%&-4%,12%&7%&3%,-1%,-1%,?,2%&0%,-8,-10&4&-3,-9%&-4%,2%&-5%
COc1ccc(C(=O)CSc2nnc3ccc(-c4ccccn4)nn23)cc1,8%,10%,0%,54%,0%,?,2%,4,0,6%,-3%
O=C(/C=C1\SC(=O)N(CC(=O)Nc2ccc(F)cc2)C1=O)Nc1ccc(Cl)cc1,?,-2%,3%,0%,1%,-3%,-1%,21,-10,.,?
CCC1Sc2ccc(S(=O)(=O)CCC(=O)Nc3ccc(NC(C)=O)cc3)cc2NC1=O (stereo unspecified),11%,.,6%,1%,9%,-3%,3%,4,1,-4%,5%
CSCCC(NC(=O)c1cccc([N+](=O)[O-])c1)c1nc2ccccc2[nH]1 (stereo unspecified),10%,-2%,3%,2%,-1%,-2%,1%,19,24,?,-21%
O=C(CCNS(=O)(=O)c1ccccc1C(F)(F)F)NNC(=O)c1csc(N2CCOCC2)n1,.,.,-15%,-1%,.,-10%,3%,10,-9,.,-16%
c1ccc(CCNc2ncnc3ccccc23)cc1,-7%,-1%,-6%,-1%,8%,-2%,2%,6,-35,-1%,?
COc1cc(CNC(=O)c2nc(Cn3nc(C)c(Br)c3C)no2)cc(OC)c1,-2%,0%,-8%,0%,5%,14%,0%,-4,16,.,-9%
COCc1c(C(=O)Nc2ccc(Cl)cc2F)oc2ccccc12,-25%,-2%,-10%,-6%,0%,-1%,4%,-4,-10,24%,-17%
O=C(NCc1nnc(SCC(=O)N2CCCCC2)o1)c1ccc(F)cc1,.,-6%,3%,-1%,-1%,0%,1%,-6,-1,-1%,3%
C[C@H](NC(=O)C1CCN(S(=O)(=O)c2ccccc2)CC1)C(=O)NCc1cccc(C(F)(F)F)c1,.,.,1%,2%,-4%,-3%,-2%,1,-6,7%,2%
O=C(C[C@@H]1C/C=C/CC[C@@H](Cc2ccc(F)cc2)C(=O)OCCNC1=O)N[C@H](CO)Cc1ccccc1,.,.,1%,-2%,.,.,2%,7,0,.,-4%
COc1cc(OC)c2c(C)cc(=O)oc2c1,-7%,-2%,-3%,15%,-2%,1%,18%,-1,16,3%,-3%
CC1CN(C(=O)CN2C(=O)NC3(CCCCCCC3)C2=O)CC(C)O1 (stereo unspecified),4%,-3%,26%[15.4 µM],5%,1%,5%,3%,8,19,-4%,0%
Cn1c(C(=O)N2CCCC(C(=O)c3ccc(C(F)(F)F)cc3)C2)cc(=O)n(C)c1=O (stereo unspecified),-1%,-1%,0%,-1%,-2%,-1%,12%,4,-11,-3%,3%
COc1ccc(N(C(=O)CNC(=O)c2cccs2)C(C(=O)NCC2CCCO2)c2ccccc2)cc1OC (stereo unspecified),4%,8%,-4%,0%,7%,15%,-1%,8,-4,8%,10%
COc1ccc(CC(=O)NNS(=O)(=O)c2ccc(F)cc2)cc1,1%,.,11%,-4%,-1%,2%,1%,-4,8,-5%,-3%
COc1ccccc1NS(=O)(=O)c1ccc(O)c(C(N)=O)c1,7%,-5%,5%,4%,-3%,-13%,1%,-7,-5,10%,-1%
O=C(COC(=O)C1CC2C=CC1C2)NCc1ccco1 (stereo unspecified),3%,5%,6%,-10%,3%,1%,-2%,-3,0,1%,2%
COC(=O)Nc1ccc(S(=O)(=O)N2CCCC(C(=O)N3CCCCCC3)C2)cc1 (stereo unspecified),15%,3%,-1%,-1%,-2%,24%,1%,2,-4,-3%,-9%
CCC(=O)N(CCC(c1ccco1)C(C)C)Cc1ccccc1 (stereo unspecified),.,15%,-2%,6%,-1%,0%,-7%,-12,-2,.,?
O=C(O)c1ccccc1-c1nc2ccccc2[nH]1,8%,-12%,-21%,6%,0%,-6%,-2%,6,24,-2%,?
Cc1nn(C(C)C(=O)O)c(C)c1[N+](=O)[O-] (stereo unspecified),-5%,1%,-1%,3%,-1%,-2%,5%,-3,6,-6%,3%
O=C(Nc1ccc(C(=O)NCc2ccc(F)cc2)cc1)C1=CSCCO1,?,.,-4%,4%,-1%,14%,-2%,-13,-1,0%,12%
O=C(O)CCC1COc2ccccc2O1 (stereo unspecified),-11%,-2%,6%,14%,0%,-4%,2%,31,1,-1%,?

# This is a subset; the hit share may differ from the screen's.
